Hsp70 displacement: Hsp70 inhibitors, probe displacement, primary screen, biochemical, fluorescence polarization (AID 583). displacement, % at 20 µM; hits with a dose series show IC50 in µM. Hsp70 fluorescence polarization probe displacement, mP; higher % means a stronger effect. 0.06% of 140,000 active; in the data active means displacement above about 50%;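 further: plate controls were vehicle for no effect and reference ligand for full effect; a part of the inactive calls stands beside numbers as strong as those of hits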
MKP-3 inhibition: MKP-3 phosphatase inhibitors, primary screen, biochemical, rat enzyme, in vitro (AID 425) | inhibition, % at 20 µM; hits with a dose series show IC50 in µM | 0.17% of 110,000 active | recombinant MKP-3 phosphatase activity, fluorescence; higher % means a stronger effect | Dual specificity protein phosphatase 6 (Rattus norvegicus); in the data active means inhibition above about 50%;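 further: plate controls were vehicle for no effect and reference inhibitor for full effect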
The depositor's hits bear a star; x = no result given; & = joins results of further samples. An excerpt, so the mix of outcomes need not match the whole.

SMILES | Hsp70 displacement | MKP-3 inhibition
C=CCOc1ccccc1C1NC(=O)NC(C)=C1C(=O)NCc1ccccc1 (centres undefined) | 3.6% | x
CC(C)CNC(=O)NC1C(NC(=O)NCC(C)C)N(C)C(=O)N1C (centres undefined) | 4.1%&-3.4% | -5.5%&2.7%
CCC(=O)N1CCN(c2cc3c(cc2F)c(=O)c(C(=O)O)cn3CC)CC1 | -3.6% | -2.6%
CN1CCN(C(=O)CN(c2cccc(Cl)c2)S(=O)(=O)c2ccccc2)CC1 | -2.2% | -3.2%
CCC(=O)Nc1ccccc1C(=O)NC1CCCCC1 | -1.7% | x
CC1C(C(=O)Nc2ccccc2)CCCC1(C)C(=O)O (centres undefined) | -0.9% | x
Cc1c(C)n(C(=O)CSc2nccn2C)c2ccccc12 | -0.6% | -6.4%
O=C(Nc1ccccc1F)c1cc2cc([N+](=O)[O-])ccc2oc1=O | 2.5% | -2.4%
N[C@@H](Cc1cc(I)c(O)c(I)c1)C(=O)O | 1.4% | x
COC(=O)c1ccc(Oc2ccc3nncn3n2)cc1 | 4.1% | x
CN1CCN(C2=NC3(CCCC3)C(C#N)C(=O)N2)CC1 (centres undefined) | 4.2% | 2.4%
Clc1cccc2sc(N3CCCC3)nc12 | 2.0% | 0.9%
CC(C)CNc1c(N)c(=O)oc2ccccc12 | -2.4% | x
CCOc1ccc(-c2cc(OCC)c3c(C)oc(C)c3c(=[O+]CC)c2)cc1 | -5.4% | 3.9%
O=C(CC1c2ccccc2Oc2ccccc21)NCc1ccco1 | 2.0% | -4.7%
CCOC(=O)C1=C(C)NC(C)=C(C(=O)OCC)C1C(=O)OCC(=O)N1CCc2ccccc2C1 | 0.7% | -3.5%
CCOc1ccc2c(c1)C(=C1SC(C(=O)OC)=C(C(=O)OC)S1)C(=S)C(C)(C)N2C(=O)c1cccc(OC)c1 | 9.9% | 2.8%
COc1ccc(S(=O)(=O)N(C)CC(=O)NCc2cccnc2)cc1Cl | -1.4% | x
Cc1ccccc1OCC(=O)Nc1ccc(N2CCN(C(=O)C(C)C)CC2)c(Cl)c1 | 6.8% | -5.3%
CCOc1ccc(NC2=CC(=O)CC(c3ccccc3)C2)cc1 (centres undefined) | -0.8% | 0.1%
Cn1c(C(=O)OCC(=O)NCc2ccco2)cc2sccc21 | 2.3% | -1.7%
O=C(c1cccc(F)c1)N1CCN(Cc2ccc(C(F)(F)F)cc2)CC1 | 3.5% | 3.1%
COC(=O)c1cc(C(=O)Nc2ccc(Cl)cc2Cl)cc([N+](=O)[O-])c1 | -3.6% | 1.0%
O=C(Nc1c(C(=O)O)[nH]c2ccccc12)NC1CCCCC1 | -5.3% | -6.5%
COc1ccc(OC)c(C(c2nnnn2CCc2ccccc2)N2CCN(c3ccccc3)CC2)c1 (centres undefined) | 3.5% | 0.2%
CC(C)(C)c1[nH]nc2c1C(c1ccc(OC(=O)c3ccco3)cc1)C(C#N)=C(N)O2 (centres undefined) | 1.0% | 2.5%
CCOc1ccccc1NC(=O)c1cccc(NC(=O)c2ccco2)c1 | 0.9% | -6.7%
COc1ccccc1OCCCCN1CCCC1 | 3.3% | -0.1%
COc1ccc(C(=O)N/N=C/c2cc(OC)c(O)c([N+](=O)[O-])c2)cc1OC | 6.0% | 0.0%
COc1cccc(/C=N/NC(=O)c2cccc(N3CCCC3=O)c2)c1 | 4.1% | -0.3%
CCOC(=O)C1=C(NC(=O)CC)Oc2ccc3ccccc3c2C1c1ccccc1 (centres undefined) | 0.0% | 2.4%
CCCSC1=C(C#N)C(c2ccc(F)cc2)CC(=O)N1 (centres undefined) | -3.0% | 0.2%
COc1ccc(CN(C2CCCC2)S(=O)(=O)c2ccc(-n3cnnn3)c(OC)c2)cc1OC | 3.4% | -4.8%
CC(C)(Oc1ccc(Cl)cc1)C(=O)NCc1ccncc1 | x | 6.2%
COc1ccc(C(c2nnnn2CC2CCCO2)N2CCC(C(N)=O)CC2)cc1 (centres undefined) | 0.2% | x
CCN(CC(=O)Nc1ccc2c(c1)OCCO2)c1ccc(S(=O)(=O)N2CCOCC2)cn1 | 1.4% | -2.0%
CCOC(=O)c1cc(C(=O)c2cc(F)ccc2O)coc1=N | 0.1% | -3.2%
O=Cc1ccc(OCc2ccccc2)cc1 | 3.7% | 5.9%
Cc1nn(Cc2ccc(Cl)c(Cl)c2)c(C)c1NC(=O)c1cc(C2CC2)on1 | -4.8% | -4.5%
Cc1c(C(=O)N2CCCCCC2)oc2ccccc12 | -3.6% | -3.7%
CC(C)c1ccc(CNC(=O)CSc2nc3ccccc3o2)cc1 | 5.6% | -0.5%
O=C(c1ccc2ccccc2c1)N1CCN(c2ccc([N+](=O)[O-])cc2)CC1 | -3.2% | 2.3%
Cc1cccc(NC(=O)C2CCCN2C(=O)OCC(C)C)c1 (centres undefined) | 7.5% | -5.7%
COc1cccc(C2CC(=O)Nc3c2cc(Br)c2ccccc32)c1OC (centres undefined) | 0.6% | 2.9%
Cc1nn2c(C)c(C(=O)Nc3ccccc3)cnc2c1C#N | 1.0% | x
CCOC(=O)N1CCC(Nc2ncnc3c2cnn3-c2ccc(Cl)cc2)CC1 | 3.5% | -10.0%
CCOC(=O)C1CCN(C(=O)c2cc3c(C)nn(-c4ccccc4)c3s2)CC1 | -3.5% | 3.3%
Cc1ccc2ncnc(Nc3ccccc3Cl)c2c1 | -4.2% | -1.0%
COc1ccccc1N(CC(=O)NCc1ccccc1)S(C)(=O)=O | -1.1% | -8.8%
CCOC(=O)CN1NC2(CCCCC2)NC1=S | 1.8% | x
O=C(/C=C/c1ccccc1)Nc1nnc(C2CCCC2)s1 | 0.4% | 1.6%
CC(NS(=O)(=O)c1ccccc1)C(c1cccs1)N1CCN(c2ccccc2)CC1 (centres undefined) | -4.8% | -2.8%
CC(=O)N1CCCc2cc(S(=O)(=O)Nc3ccc(C)cc3C)ccc21 | 3.0% | x
COc1cc(C(=O)N2CCN(S(=O)(=O)c3ccc(C)cc3)CC2)ccc1OCc1c(C)noc1C | 4.3% | 5.1%
Cc1ccc(OCC(=O)Nc2nc3ccccc3s2)cc1 | -1.6% | 3.6%
Cc1ccc(-n2c(Cn3cnc4ccccc43)nnc2SCC(=O)O)cc1 | 3.0% | 8.5%
CC(=O)Nc1c2c(nn1-c1ccc(C)cc1C)CSC2 | 3.5% | -11.7%
CCCCOC(=O)c1cccc(NC(=O)c2ccccc2Br)c1 | -6.5% | 2.4%
COc1ccccc1CNC(=O)c1ccccc1OC | -0.6% | x
COc1cc(C(c2sc3nc(C)nn3c2O)N2CCN(c3ccccc3)CC2)cc(OC)c1OC (centres undefined) | -1.6% | 0.0%
(cont.)
SMILES | Hsp70 displacement | MKP-3 inhibition
COc1ccccc1OCC(=O)Nc1c(C)cccc1C(C)C | -1.3% | 2.2%
O=C(Nc1ccc2c(c1)OCO2)c1cccc(S(=O)(=O)N2CCCC2)c1 | -2.7% | -19.5%
COc1ccc(CNC(=O)CCCOc2ccc(Cl)cc2Cl)cc1 | -2.8% | 0.9%
CCc1ccc(NC(=O)c2noc3c2CCC3)cc1 | 3.2% | x
CC1(C)CC(=O)C(C=Nc2ccc(S(N)(=O)=O)cc2)=C(O)C1 | -3.2% | 0.0%
Cc1ccc(S(=O)(=O)Nc2cc([N+](=O)[O-])ccc2Cl)cc1 | -0.2% | 0.0%
COc1ccccc1N1CCN(C(=O)CN(c2ccc(C)cc2)S(C)(=O)=O)CC1 | 0.6% | -1.9%
COC(=O)c1ccc(C(=O)OC)c(NC(=O)CCc2ccc(OC)cc2)c1 | -1.2% | 0.0%
O=C1CC(NCc2ccc(F)cc2)C(=O)N1c1ccc(Cl)cc1 (centres undefined) | -1.2% | 2.4%
O=C(CC1SC(=NC2CCCCC2)NC1=O)Nc1ccccc1 (centres undefined) | -2.0% | -1.6%
CCC1CCCCN1C(=O)COC(=O)c1n[nH]c2ccccc12 (centres undefined) | 7.0% | x
Cc1ccccc1OCC(=O)Nc1ccc(Cl)cc1C(F)(F)F | 2.2% | 0.7%
CCOC(=O)c1c(N2C(=O)C3CC(C)=C(C)CC3C2=O)sc(C)c1C (centres undefined) | -1.4%&-1.5% | 2.6%
COc1ccc(N2C(=O)C3CCCN3C2c2ccccc2Cl)cc1 (centres undefined) | -5.8% | -3.6%
Cc1ccc(-n2c(SCC(=O)OC(C)C)nnc2-c2ccco2)cc1 | -2.3% | -4.6%
O=C(Nc1nc(-c2cccs2)c(-c2ccccc2)s1)c1ccco1 | -3.6% | -3.1%
O=C(Nc1ccccc1Cl)C1CCN(Cc2cnn(-c3ccccc3)c2-n2cccc2)CC1 | -2.1% | x
CC(C)C(C#CC(O)(c1ccccc1)c1ccccc1)N(C)C (centres undefined) | -2.6% | 2.7%
CCSc1ccc2nnc(-c3ccc(F)cc3)n2n1 | -0.8% | 5.6%
COc1ccc(CN2CCN(Cc3ccccn3)CC2)cc1Br | -3.1% | 3.2%

Some of the entries so far, with values ahead of the structure:
Hsp70 displacement,MKP-3 inhibition,molecule
-2.8%,0.9%,COc1ccc(CNC(=O)CCCOc2ccc(Cl)cc2Cl)cc1
3.2%,x,CCc1ccc(NC(=O)c2noc3c2CCC3)cc1
-3.2%,0.0%,CC1(C)CC(=O)C(C=Nc2ccc(S(N)(=O)=O)cc2)=C(O)C1
-0.2%,0.0%,Cc1ccc(S(=O)(=O)Nc2cc([N+](=O)[O-])ccc2Cl)cc1
0.6%,-1.9%,COc1ccccc1N1CCN(C(=O)CN(c2ccc(C)cc2)S(C)(=O)=O)CC1
-1.2%,0.0%,COC(=O)c1ccc(C(=O)OC)c(NC(=O)CCc2ccc(OC)cc2)c1
-1.2%,2.4%,O=C1CC(NCc2ccc(F)cc2)C(=O)N1c1ccc(Cl)cc1 (centres undefined)
-2.0%,-1.6%,O=C(CC1SC(=NC2CCCCC2)NC1=O)Nc1ccccc1 (centres undefined)
7.0%,x,CCC1CCCCN1C(=O)COC(=O)c1n[nH]c2ccccc12 (centres undefined)
2.2%,0.7%,Cc1ccccc1OCC(=O)Nc1ccc(Cl)cc1C(F)(F)F
-1.4%&-1.5%,2.6%,CCOC(=O)c1c(N2C(=O)C3CC(C)=C(C)CC3C2=O)sc(C)c1C (centres undefined)
-5.8%,-3.6%,COc1ccc(N2C(=O)C3CCCN3C2c2ccccc2Cl)cc1 (centres undefined)
-2.3%,-4.6%,Cc1ccc(-n2c(SCC(=O)OC(C)C)nnc2-c2ccco2)cc1
-3.6%,-3.1%,O=C(Nc1nc(-c2cccs2)c(-c2ccccc2)s1)c1ccco1
-2.1%,x,O=C(Nc1ccccc1Cl)C1CCN(Cc2cnn(-c3ccccc3)c2-n2cccc2)CC1
-2.6%,2.7%,CC(C)C(C#CC(O)(c1ccccc1)c1ccccc1)N(C)C (centres undefined)
-0.8%,5.6%,CCSc1ccc2nnc(-c3ccc(F)cc3)n2n1
-3.1%,3.2%,COc1ccc(CN2CCN(Cc3ccccn3)CC2)cc1Br

Next part:
SMILES | Hsp70 displacement | MKP-3 inhibition
CCOc1cc(/C=N\NC(=O)c2ccc([N+](=O)[O-])cc2)cc(Br)c1O | -0.7% | 0.3%
COc1ccccc1/C=C1\SC(=S)N(c2cccc(C)c2C)C1=O | -4.5% | 2.2%
CC(C)(C)c1ccc(Oc2coc3cc(O)ccc3c2=O)cc1 | 2.3% | 2.6%
CCOC(=O)c1nc(C)[nH]c1C(=O)OCC | -5.9% | -4.0%
CC1(C)OC(=O)C(=C2CCCN2)C(=O)O1 | -4.9% | -11.8%&1.0%
CCOC(=O)c1cc2c(=O)[nH]ccc2nc1C | 2.7% | -0.7%
CCOc1cccc(/C=N\NC(=O)c2cnccn2)c1O | 2.2% | 3.6%
Cc1cccc(OCC(O)Cn2c(NCCCOC(C)C)nc3c2c(=O)[nH]c(=O)n3C)c1 (centres undefined) | 0.6% | 0.7%
CCSc1nnc(N2C(=O)c3ccc(Oc4ccc([N+](=O)[O-])cc4)cc3C2=O)s1 | -2.3% | 3.8%
COc1cc(CN2CCN(c3cccc(Cl)c3)CC2)cc(OC)c1OC | -2.4% | 4.5%
Cc1nc(SCc2cccc(F)c2)[nH]c(=O)c1C#N | -1.4% | 2.8%
N#CCSc1nnc(-c2cnccn2)n1Cc1ccccc1 | 1.5% | x
Cc1ccc(C(CC(=O)c2ccco2)SCCO)cc1 (centres undefined) | 2.7% | -3.6%
Cc1ccc(S(=O)(=O)NCCOC(=O)Nc2sc(=S)n(C)c2C)cc1 | 1.3% | 1.7%
CCC(CC)C(=O)Nc1cc(C)c2c(=O)oc3ccccc3c2n1 | -9.2% | -11.7%
CNC(=O)COC(=O)c1cc(F)c(F)cc1Cl | -2.0% | -9.0%
CC(C)(C)C(=O)Cn1c(NCCO)nc2ccccc21 | 6.3% | x
COc1cc(C2SCC(=O)N2CCc2ccc(OC)c(OC)c2)ccc1O (centres undefined) | -4.8% | 1.5%
CN(C)/C=N/c1sccc1C(N)=O | -1.1% | -19.3%
COc1ccc(-c2nn(C)c(=O)c3ccccc23)cc1CNS(C)(=O)=O | 8.1% | x
Cc1cc(OCC(=O)NC2CCCC2)ccc1Br | -2.5% | 3.6%
O=c1cc(CSc2ccccn2)nc(N2CCN(c3ccccc3)CC2)[nH]1 | 8.9% | -4.7%
COc1ccc(CNC(=O)Cc2nn(C)c(=O)c3ccccc23)cc1 | x | 7.7%
Cc1ccc(/C(O)=C2\C(=O)C(=O)N(CCCC(=O)O)C2c2ccccc2Cl)cc1 (centres undefined) | -2.0% | -1.1%
CCCOc1ccc2c(=O)c(N3C(=O)c4ccccc4C3=O)c(C)oc2c1 | 2.1% | x
CNC(=O)CN(c1cccc(OC)c1)S(=O)(=O)c1ccccc1 | 1.1% | -0.5%
CC(=O)c1cccc(NC(=O)c2ccc(C)c([N+](=O)[O-])c2)c1 | 5.2% | -0.8%
CC(Oc1ccc(Cl)cc1Cl)C(=O)Nn1cnnc1 (centres undefined) | 1.7% | x
O=C(CCSc1nnc2scc(-c3ccccc3)n12)NCc1ccc2c(c1)OCO2 | 4.4% | -7.8%
